ssDAF-12 act = S. stercoralis DAF-12 nuclear receptor activators, primary screen, cell-based, luminescence, HEK293, GRIP1 co-expression, lit1-tk-luc | Nuclear hormone receptor DAF-12 (Strongyloides stercoralis) | HEK293 ssDAF-12/GRIP1 lit1-tk-luc reporter; % of 3 µM dafachronic acid response | activation, % at 6.8 µM | 1% of 370,000 active | AID 652126, 2013;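 active = activation above the mean over all tested compounds plus 3 SD, cut at about 0.9% in these data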;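 note: 0% = DMSO-only wells and 100% = 3 µM delta7-dafachronic acid wells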
ADAM17 inh = ADAM17 inhibitors, primary screen, biochemical, QFRET; 0.83% of 370,000 active; Disintegrin and metalloproteinase domain-containing protein 17 (Homo sapiens), P78536; recombinant ADAM17, EDANS/DABCYL FRET peptide cleavage; inhibition, % at 6.95 µM;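 active = inhibition above the mean of compounds lying between control limits plus 3 SD, set per campaign, cut at about 8.5% in these data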;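 note: 0% = DMSO-only wells as the low control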
SMARCA2 act = SMARCA2 (BRM) function activators, primary screen, cell-based, luminescence, high throughput; MG213 cells, MMTV-luciferase reporter, dexamethasone, overnight; activation, % at 9.1 µM; 1% of 370,000 active; AID 652017, 2013; in the data active = activation above about 7.8%;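 note: 0% = vehicle wells and 100% = reference activator wells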
PLC-beta3 inh = human PLC-beta3 inhibitors, primary screen, biochemical, fluorescence | 0.18% of 370,000 active | inhibition, % at 12.2 µM | 1-phosphatidylinositol 4,5-bisphosphate phosphodiesterase beta-3 (Homo sapiens), Q01970 | Purified PLC-beta3, fluorogenic substrate; in the data active = inhibition above about 11%;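 note: 0% = median of compound wells on plate and 100% = full blocker control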
PLCg1 inh = PLC-gamma1 enzyme inhibitors, primary screen, biochemical, fluorescence, purified enzyme; 1-phosphatidylinositol 4,5-bisphosphate phosphodiesterase gamma-1 (Homo sapiens), P19174; fluorogenic substrate; inhibition, % at 12.2 µM; 0.84% of 370,000 active; AID 720700, 2013; in the data active = inhibition above about 9.5%
MBD2 DNA inh = inhibitors of MBD2 binding to methylated DNA, primary screen, biochemical, TR-FRET, DNA-binding domain, human; Methyl-CpG-binding domain protein 2 (Homo sapiens), Q9UBB5; MBD2 binding to methylated oligonucleotide; inhibition, % at 4.4 µM; 0.31% of 370,000 active; AID 686964, 2013; in the data active = inhibition above about 13%
Target sequence (Q9UBB5 whole entry, looked up, the tested form may be a part): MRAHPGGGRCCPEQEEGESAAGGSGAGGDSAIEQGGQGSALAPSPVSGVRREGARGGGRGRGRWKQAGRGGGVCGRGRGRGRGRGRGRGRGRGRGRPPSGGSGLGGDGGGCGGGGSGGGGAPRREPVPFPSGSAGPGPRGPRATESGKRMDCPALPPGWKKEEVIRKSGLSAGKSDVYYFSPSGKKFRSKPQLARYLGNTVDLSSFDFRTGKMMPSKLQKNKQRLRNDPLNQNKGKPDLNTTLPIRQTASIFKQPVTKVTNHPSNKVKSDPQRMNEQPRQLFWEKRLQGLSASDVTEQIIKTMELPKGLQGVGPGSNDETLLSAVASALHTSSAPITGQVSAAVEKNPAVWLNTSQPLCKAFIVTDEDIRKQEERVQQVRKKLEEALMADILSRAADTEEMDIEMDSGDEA
DAX1 inh-1 = DAX1 (NR0B1) inhibitors, primary screen, cell-based, HEK293, Gal4-DAX1, luciferase luminescence. HEK293 Gal4-DAX1 luciferase reporter. AID 504766, 2011. 0.99% of 340,000 active. inhibition, % at 6.75 µM. Nuclear receptor subfamily 0 group B member 1 (Homo sapiens), P51843;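 active = inhibition above the mean over all tested compounds plus 3 SD, cut at about 4.2% in these data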;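 note: 0% = DAX1-transfected cells with DMSO and 100% = empty-vector control cells with DMSO; inhibition shows as a rise in luminescence from relieved DAX1 repression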
Rev-erbA mod = modulators of Rev-erb alpha DNA binding, primary screen, biochemical, FITC-DNA, fluorescence polarization, uHTS | Nuclear receptor subfamily 1 group D member 1 (Homo sapiens), P20393 | Rev-erbα–FITC-DNA binding, 90 min | activity, % at 10 µM | 0.79% of 370,000 active | AID 1259318, 2017;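 active = activity above about 14%, limit read from the data; passing the limit was not always enough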;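 note: 0% = DMSO wells with 35 nM protein and 100% = DMSO wells with 750 nM protein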
Target sequence (P20393 whole entry, looked up): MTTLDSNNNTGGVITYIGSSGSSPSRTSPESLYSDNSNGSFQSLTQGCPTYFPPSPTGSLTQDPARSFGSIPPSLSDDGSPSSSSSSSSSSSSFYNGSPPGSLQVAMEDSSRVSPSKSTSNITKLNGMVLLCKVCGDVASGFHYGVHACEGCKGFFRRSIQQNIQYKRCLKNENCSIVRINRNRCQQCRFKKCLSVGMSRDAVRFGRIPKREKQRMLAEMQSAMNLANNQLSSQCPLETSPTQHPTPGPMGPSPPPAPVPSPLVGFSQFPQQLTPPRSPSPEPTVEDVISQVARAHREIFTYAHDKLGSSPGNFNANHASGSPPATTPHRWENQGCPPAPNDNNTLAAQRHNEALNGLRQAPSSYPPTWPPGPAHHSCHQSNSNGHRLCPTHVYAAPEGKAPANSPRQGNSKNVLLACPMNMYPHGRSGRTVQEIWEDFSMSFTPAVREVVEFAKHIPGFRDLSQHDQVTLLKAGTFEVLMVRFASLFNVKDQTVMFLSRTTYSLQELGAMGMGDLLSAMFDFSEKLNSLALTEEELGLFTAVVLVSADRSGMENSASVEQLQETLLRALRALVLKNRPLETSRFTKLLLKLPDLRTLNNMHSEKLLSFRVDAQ
hgDAF-12 ag = H. glycines DAF-12 receptor agonists, primary screen, cell-based, luminescence, HEK293, GAL4 fusion, UAS-luciferase. AID 687014, 2013. 1.8% of 370,000 active. HEK293 GAL4-hgDAF12 UAS-luciferase reporter, agonist luminescence; normalized to butyrate control. Nuclear hormone receptor DAF-12 (Heterodera glycines), GAL4 fusion. activation, % at 6.8 µM;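 active = activation above a cutoff set at the mean of all screened compounds plus 3 SD, cut at about 10% in these data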;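 note: 0% = DMSO wells and 100% = sodium butyrate wells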
hcDAF12 agonist = H. contortus DAF-12 nuclear receptor activators, primary screen, cell-based, luminescence, HEK293, lit1-tk-luc reporter. HEK293 hcDAF-12 lit1-tk-luc reporter; 0% DMSO, 100% Δ7-dafachronic acid. activation, % at 6.8 µM. 1.4% of 370,000 active;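 active = activation above the mean of all tested compounds plus 3 SD, cut at about 5.5% in these data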;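 note: 100% = response to 3 µM Δ7-dafachronic acid high control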
DAX1 inh-2 = DAX1 (NR0B1) inhibitors on StAR promoter, primary screen, cell-based, luminescence, SF-1 (NR5A1), full-length DAX-1 | 1.1% of 370,000 active | inhibition, % at 6.8 µM | AID 652010, 2013 | HEK293T StAR-luciferase reporter, SF-1/DAX-1 repression relief;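 active = inhibition above the mean over all tested compounds plus 3 SD, cut at about 3.6% in these data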;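 note: 0% = DAX-1 cells with DMSO and 100% = cells lacking DAX-1 with DMSO; higher inhibition means more luminescence from relief of DAX-1 repression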
The depositor's hits bear a star; i = inactive; / = not tested or not shown.

SMILES	ssDAF-12 act	ADAM17 inh	SMARCA2 act	PLC-beta3 inh	PLCg1 inh	MBD2 DNA inh	DAX1 inh-1	Rev-erbA mod	hgDAF-12 ag	hcDAF12 agonist	DAX1 inh-2
CCOc1ccc(-n2c(Cc3cc(=O)[nH]c(=O)[nH]3)nnc2SCc2cccnc2)cc1	-0.5	-1	0	-4	-2	-3	1.5	3	2.8	0.1	-0.3
Cc1ccc(NC(=O)CN2CCc3cc4c(cc3C2)OCCCO4)cc1	-1.1	-3	-2	-8	-5	2	0.1	2	2.1	-1.5	-0.9
O=C(NCc1ccco1)c1ccc(=O)oc1	-0.5	-47	0	-13	-7	6	0.2	7	-0.3	-1.3	0.2
S=c1[nH]nc(-c2ccncc2)n1/N=C/C(Cl)=C\c1ccccc1	-1.4	1	-1	-2	1	3	-0.1	-2	12*	1.4	1.4
c1ccc(-n2nnc3ccccc32)cc1	-1.5	-3	1	1	-2	2	0.2	3	2.9	-0.6	0.3
CCOC(=O)C1CCCN(C(=O)c2ccc(F)c(C)c2)CC1 (stereo not drawn)	-0.9	1	2	1	3	1	/	-3	3.6	-0.7	1.4
COc1ccc(CCNc2c([N+](=O)[O-])ncn2C)cc1OC	-1.1	-5	0	-7	1	-2	2.0	-1	0.0	-0.5	0.7
COCCCNC(=S)NC(=O)c1ccccc1	-1.2	-2	5	0	3	-4	0.2	-9	5.4	4.4	1.3
COc1cc(OC)cc(C(=O)Nc2ccccc2C(=O)N2CCCC2)c1	-1.1	-2	-1	4	4	0	0.2	-2	-0.8	-1.3	-0.1
O=C(/C=C/c1ccc(OCCCF)cc1)NCc1cccc(Cl)c1	-1.8	1	0	-4	-2	3	-0.3	1	-2.1	-3.4	-2.1
CN1CCN(C(=O)c2ccc3c(c2)N(Cc2cccc(Cl)c2)C(=O)c2ccccc2S3(=O)=O)CC1	-0.6	-2	-3	-2	-1	-7	-0.4	2	-0.5	-1.3	0.0
O=C(CN1CCN(C(=O)C2CCCO2)CC1)Nc1cc(Cl)ccc1Cl (stereo not drawn)	-1.3	-5	0	-8	1	1	0.3	-1	0.8	-1.0	-0.4
C=CCn1c(=O)c2ccccc2n2c(SCC(=O)NCC)nnc12	-1.2	-5	-1	-9	0	2	-0.8	-3	-0.4	-2.1	-0.2
NC(=O)CN1CCOCCOCCOCCOCCOCC1	-0.9	-1	2	3	2	-3	1.6	1	-0.6	-0.5	0.2
COc1ccccc1OCC(=O)Nc1ccc(C(N)=O)cc1	-1.0	-3	-3	1	1	-1	0.0	-2	0.7	-1.2	1.6
Cc1cc(=O)oc2cc(OC(C)C(=O)N3CCOCC3)ccc12 (stereo not drawn)	-1.7	-28	-2	-9	-7	-8	0.2	4	-1.1	-0.6	-0.5
CCOC(=O)CSc1ncccn1	-1.3	-1	-4	2	2	2	-0.5	3	-3.6	1.8	-0.3
CC(=O)N1CCC(N(CCN2CCOCC2)C(=S)Nc2ccc(C)cc2C)CC1	-0.7	-2	6	-6	1	-7	1.3	-4	-2.2	-1.2	-0.4
COc1cccc(NC(=O)C/C(C)=N/NC(=O)c2ccccc2Cl)c1	0.0	-2	2	-11	-1	-1	4.0	-1	2.3	2.0	-0.2
COC(=O)[C@]1(CC(C)C)N[C@H](c2ccc(SC3CCCCC3)c(OC)c2)[C@@H]2C(=O)N(C)C(=O)[C@@H]21	-1.3	1	0	4	2	-5	0.9	7	0.2	-1.9	0.2

Three entries out of the list above, sorted by the value under DAX1 inh-2, highest first.
Compound | DAX1 inh-2
CCOC(=O)C1CCCN(C(=O)c2ccc(F)c(C)c2)CC1 (stereo not drawn) | 1.4
CC(=O)N1CCC(N(CCN2CCOCC2)C(=S)Nc2ccc(C)cc2C)CC1 | -0.4
Cc1cc(=O)oc2cc(OC(C)C(=O)N3CCOCC3)ccc12 (stereo not drawn) | -0.5

Copied from the list.
Reading for `C=CCn1c(=O)c2ccccc2n2c(SCC(=O)NCC)nnc12` under SMARCA2 act: -1
Reading for `COc1cccc(NC(=O)C/C(C)=N/NC(=O)c2ccccc2Cl)c1` under DAX1 inh-2: -0.2

The results go on.
SMILES	ssDAF-12 act	ADAM17 inh	SMARCA2 act	PLC-beta3 inh	PLCg1 inh	MBD2 DNA inh	DAX1 inh-1	Rev-erbA mod	hgDAF-12 ag	hcDAF12 agonist	DAX1 inh-2
N#CCCN1CCN(S(=O)(=O)c2ccc(C#N)cc2)CC1	-1.0	0	1	5	1	3	-0.3	-4	-0.8	-1.4	-0.8
CCc1cccc(CC)c1NC(=O)CSc1nnc(C2CC2)n1C	-1.1	1	-4	-2	3	-3	0.0	3	0.6	0.9	1.0
NS(=O)(=O)c1ccc(NC(=O)COC(=O)Cc2ccc(Cl)cc2)cc1	0.4	-2	1	-10	-2	6	-1.2	-2	6.0	-0.7	-0.1
O=c1[nH]c(NCCO)nc2c1C1(CCCC1)Cc1ccccc1-2	-1.0	i	-4	i	i	-7	0.6	1	0.1	-1.0	-0.2
CCC1CCCCN1C(=O)c1noc(C(C)C)c1[N+](=O)[O-] (stereo not drawn)	-0.3	1	4	1	1	-1	1.9	-3	-1.3	-0.8	-0.2
COC(=O)c1sc(-c2ccc(C(C)(C)C)cc2)cc1NC(=O)c1ccccc1C(=O)O	1.5*	-15	2	-21	-19	-4	3.2	-17	12*	6.8*	2.4
COc1ccc(CN(C(=O)CN2C(=O)NC3(CCC(C)CC3)C2=O)C(C)Cc2cccs2)cc1 (stereo not drawn)	-1.8	0	-2	-2	1	-2	0.3	-6	0.2	-0.7	-2.0
COC(=O)C1=C(C)C(c2ccc(OC)cc2OC)NC(=O)N1 (stereo not drawn)	-1.3	2	0	1	4	1	-0.8	4	0.4	-1.8	0.0
C=CCN(C(=O)c1cccc(C(F)(F)F)c1)C1(C(=O)Nc2ccccc2)CCN(C(C)C)CC1	-0.3	1	-1	4	0	-3	2.1	-3	-0.3	-1.3	0.5
Cc1ccc(S(=O)(=O)Nc2nc(C)c(C(=O)NNS(=O)(=O)c3ccccc3)s2)cc1	-1.7	-2	4	-4	-1	-4	-0.5	-3	0.5	2.4	0.3
COCCNC(=O)CN(Cc1ccccc1)C(=O)CCC(=O)Nc1nccs1	-0.6	0	-1	0	1	-4	-0.7	6	-0.5	0.4	1.1
Cc1cnc(C(=O)OCC(=O)NC2CCCC(C)C2C)cn1 (stereo not drawn)	-1.1	-3	2	1	2	0	-0.4	2	-0.6	-0.4	0.0
CC(C)NC(=S)N1CCN(S(C)(=O)=O)CC1	-1.0	-1	-3	0	4	-3	0.6	-5	2.8	-2.9	-0.5
C[C@@H]1COc2cc(N3CCN(Cc4ccccc4F)CC3)ccc2S(=O)(=O)N1	-1.1	3	-2	5	9.8*	3	/	4	-0.8	0.2	1.3
COc1ccc(NC(=O)CN(C)CC(=O)NCC(=O)Nc2ccc(F)cc2)cc1	-1.4	-1	0	1	1	-1	-1.2	5	4.4	2.4	-0.3
CCOc1cc(C2/C(=C(\O)c3cc(C)ccc3C)C(=O)C(=O)N2CCN(C)C)ccc1O (stereo not drawn)	-1.4	-3	-1	-5	0	4	0.5	0	1.4	0.6	-0.1
O=C(CCCc1ccccc1)NC1CCSC1=O (stereo not drawn)	-0.4	1	-3	9	2	0	-0.4	9	3.7	2.8	0.7
O=C(Nc1ccccc1)Nc1cccc(-c2nnco2)c1	-0.8	-2	-1	2	0	3	-0.5	-6	4.3	-2.8	-0.9
Nc1cc(-c2ccc(Br)cc2)nn1S(=O)(=O)c1cccc2nsnc12	-1.4	6	-3	3	2	8	-0.7	1	-2.2	-0.4	-0.3
Cc1ccccc1C(=O)NC(C)C(c1cccs1)N1CCOCC1 (stereo not drawn)	-0.7	5	-2	2	1	2	-0.1	-1	0.3	0.0	0.9
COc1cccc(CNC23CC4CC(CC(C4)C2)C3)c1OCc1ccccc1	-0.8	-4	-4	2	5	-4	0.7	-3	6.0	-0.6	-1.3
CC(=O)C1=C(O)C(=O)N(c2ccc(O)cc2)C1c1ccc(F)cc1 (stereo not drawn)	-0.5	4	0	-44	-31	-5	1.2	-6	0.1	0.7	0.1
C[C@H]1COc2cc(N3CCCC3)ccc2S(=O)(=O)N1C	-1.3	-4	-1	-2	1	2	/	-1	-2.5	-1.2	-1.1
C=CCc1ccc(OCCCNC2CCCC2)c(OC)c1	-0.8	-3	-1	1	3	-1	3.3	0	-0.1	-0.2	-0.2
O=C(COC(=O)Cc1cccs1)Nc1cc(S(=O)(=O)N2CCOCC2)ccc1Cl	0.1	1	-2	-2	1	-4	0.5	-3	1.3	0.1	-0.4
Cc1ccc2c(cnn2C(=O)CCC(=O)NCc2cccc(Cl)c2)c1	0.0	-2	0	3	-1	0	0.1	-2	3.0	2.7	1.0
Cc1ccc(S(=O)(=O)NC(CC(C)C)C(=O)N2CCC(C)CC2)cc1 (stereo not drawn)	-0.3	0	-2	4	0	0	-0.1	-5	-1.4	0.3	-0.3
COc1ccc(C(CNC(=O)c2ccc(OCc3cscn3)cc2)N2CCCC2)cc1 (stereo not drawn)	-0.7	-4	0	-2	0	1	2.1	-3	1.9	0.9	2.9
CCOC(=O)N1CCN(C(=O)c2ccc(NS(=O)(=O)c3ccc(C)cc3)cc2)CC1	-1.4	-1	0	0	3	3	-0.7	2	-1.6	-1.2	-2.2
COC(=O)c1c(C)c2c(C)cc3ccccn3c-2c1C(=O)OC	-1.2	-16	3	-20	-18	-10	0.2	-1	-0.5	-1.6	-0.6
CCOc1cccc2cc(-c3cn4cc(C)ccc4n3)c(=O)oc12	-0.8	-6	3	-18	-14	-5	0.6	53*	9.8	0.8	0.8
COc1ccc(C2=Nc3ccccc3N(C(=O)c3ccc4c(c3)OCO4)C2C(=O)Nc2c(C)cccc2C)cc1 (stereo not drawn)	0.2	-15	-3	-406	-345	8	/	-4	14*	0.8	0.4
CN(CC(=O)Nc1c(Cl)cccc1Cl)C(=O)c1sccc1-c1ccccc1	-1.4	-3	1	-2	-1	-1	-0.3	-8	-1.2	-2.2	-0.8
C[C@H](c1ccccc1)N1C[C@H](COCc2ccccc2)Oc2cc(N3CCC[C@H]3CO)ccc2S1(=O)=O	-1.6	0	-1	-16	-9	4	/	3	-1.1	-1.8	-0.9
O=C1c2cccnc2C(=O)N1Cc1ccco1	-1.6	-6	-3	0	-1	6	0.8	1	0.0	-0.5	-0.5

Screening results from PubChem BioAssay.
